Assay outcomes deposited in PubChem by NMMLSC.
LAP4 TOR yeast: yeast TOR pathway LAP4-GFP modulation. S. cerevisiae LAP4-GFP multiplex, flow cytometry GFP, 3 h; median GFP as percent of DMSO wells. GFP response vs DMSO, % at 10 µM. 0.34% of 320,000 active;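 active means GFP response vs DMSO above a set limit, about the screen mean plus 3 SD, cut at about 150% in these data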
RPL19A-GFP yeast: alters RPL19A-GFP fluorescence in TOR pathway yeast screen; S. cerevisiae RPL19A-GFP strain, flow cytometry, 3 h; stronger effect = lower value; percent response vs DMSO, % at 10 µM; 0.3% of 330,000 active; AID 2025;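 active means percent response vs DMSO below 50%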;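 further: median channel GFP fluorescence of the barcoded RPL19A-GFP strain; ratio of sample median GFP to plate DMSO average so 100% = DMSO; lower means less RPL19A-GFP as with rapamycin TOR inhibition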
AGP1-GFP MLPCN: alters AGP1-GFP fluorescence in TOR pathway yeast screen; S. cerevisiae AGP1-GFP multiplex flow cytometry, 3 h; GFP as percent of DMSO wells; GFP response vs DMSO, % at 10 µM; 0.02% of 320,000 active; AID 2066;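 active means GFP response relative to DMSO above a set limit, near screen average plus 3 SD, cut at about 150% in these data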;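 further: median GFP channel fluorescence of the gated AGP1 strain per well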
Yeast superoxide: lowers age-related superoxide in aged yeast cells | S. cerevisiae aged cells, superoxide DHE fluorescence; stronger effect = lower value | superoxide response (% of plate mean), % at 10 µM | 0.18% of 330,000 active;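 active means superoxide response under a set limit, about three screen SD below normal, cut at about 65% in these data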;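 further: yeast aged for seven days with compound at 30 °C before DHE staining; 100% = average MFI of all compound-treated wells on the plate with controls excluded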
GRK2 inh: blocks RNA aptamer binding to human GRK2 | bead flow cytometry, FAM-aptamer displacement from GRK2 | inhibition of aptamer binding, % at 10 µM | 0.59% of 330,000 active | P25098;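 active means inhibition of aptamer binding above 40%, roughly 3 SD of noise, on plates passing a quality check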;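 further: median bead fluorescence of bound FAM aptamer so fluorescent compounds give negative values; no value below 0 was filed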
CIT2-GFP yeast: modulators of TOR pathway CIT2-GFP in S. cerevisiae; 0.065% of 320,000 active; S. cerevisiae CIT2-GFP strain, flow cytometry, 3 h; 100 means same as DMSO wells; GFP response vs DMSO, % at 10 µM;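 active means GFP response relative to DMSO above a set limit, near the screen mean plus 3 SD, cut at about 150% in these data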;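 further: ratio of well median GFP fluorescence to mean of DMSO wells on the plate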
MEP2 TOR yeast: alters MEP2-GFP fluorescence in TOR pathway yeast screen | S. cerevisiae MEP2-GFP strain, flow cytometry GFP, 3 h; 100% = DMSO control level | GFP response vs DMSO, % at 10 µM | 0.51% of 330,000 active;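 active means GFP response versus DMSO above a set limit, roughly screen mean plus 3 SD, cut at about 180% in these data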;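 further: median GFP fluorescence of the barcode-gated MEP2-GFP cells per well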
VLA-4 inh: inhibition in a human VLA-4 binding assay; inhibition, % (about 7 µM as worked out from the volumes in the protocol); P13612; AID 2557; VLA-4 expressing cells, ligand binding flow cytometry; 0.2% of 330,000 active; in the data active means inhibition above about 50%
Target sequence (P13612 whole entry, looked up): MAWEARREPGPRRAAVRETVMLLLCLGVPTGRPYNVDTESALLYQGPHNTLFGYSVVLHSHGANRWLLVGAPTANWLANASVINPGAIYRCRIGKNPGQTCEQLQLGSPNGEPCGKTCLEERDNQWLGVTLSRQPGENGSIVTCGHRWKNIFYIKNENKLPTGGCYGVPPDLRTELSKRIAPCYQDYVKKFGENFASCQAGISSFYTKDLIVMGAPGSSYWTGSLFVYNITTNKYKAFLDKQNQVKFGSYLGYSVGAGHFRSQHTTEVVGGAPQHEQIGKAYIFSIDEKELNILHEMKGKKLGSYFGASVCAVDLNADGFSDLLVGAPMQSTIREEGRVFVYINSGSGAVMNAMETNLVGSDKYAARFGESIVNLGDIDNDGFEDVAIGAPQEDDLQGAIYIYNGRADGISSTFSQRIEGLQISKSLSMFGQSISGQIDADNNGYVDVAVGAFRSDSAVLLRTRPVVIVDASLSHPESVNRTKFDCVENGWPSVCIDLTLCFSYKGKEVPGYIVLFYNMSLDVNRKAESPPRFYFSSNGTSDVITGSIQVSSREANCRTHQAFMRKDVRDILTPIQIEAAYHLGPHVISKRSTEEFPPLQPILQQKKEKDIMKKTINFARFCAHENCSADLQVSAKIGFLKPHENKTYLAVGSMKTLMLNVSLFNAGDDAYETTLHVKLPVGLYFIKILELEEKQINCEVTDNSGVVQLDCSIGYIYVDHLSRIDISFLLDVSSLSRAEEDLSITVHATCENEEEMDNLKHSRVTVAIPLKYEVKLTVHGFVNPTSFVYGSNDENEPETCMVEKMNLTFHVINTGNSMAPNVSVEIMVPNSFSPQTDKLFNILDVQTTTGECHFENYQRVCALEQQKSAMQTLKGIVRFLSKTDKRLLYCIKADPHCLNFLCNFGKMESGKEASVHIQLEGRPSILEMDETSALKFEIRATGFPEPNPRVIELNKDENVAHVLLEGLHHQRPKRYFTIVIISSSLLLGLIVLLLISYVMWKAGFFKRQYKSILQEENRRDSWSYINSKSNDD
Active calls of the source: *; / = not tested or not shown.

No.	Molecule	LAP4 TOR yeast	RPL19A-GFP yeast	AGP1-GFP MLPCN	Yeast superoxide	GRK2 inh	CIT2-GFP yeast	MEP2 TOR yeast	VLA-4 inh
1	CC(C)C(CCNCc1ccccn1)c1ccc(Cl)cc1 (stereo unspecified)	97	106	109	107	0	106	109	8
2	Fc1cccc(CN2CCN(Cc3nc(-c4cnccn4)no3)CC2)c1	105	106	113	98	1	105	107	3
3	COC(=O)C1(C)NCCc2c1[nH]c1ccccc21 (stereo unspecified)	103	96	102	81	2	100	107	13
4	CC(=O)c1cnc2nc(SCc3ccc(Cl)cc3)nn2c1C	105	103	99	95	4	95	105	6
5	Cc1nc2sc3c(c2c(=O)o1)CCC3	101	104	106	98	1	97	107	-19
6	Cc1cccn2c(NC(=O)c3ccccc3F)c(-c3ccccc3)nc12	107	105	97	102	0	102	109	0
7	COc1ccc(S(=O)(=O)N2CCN(C)CC2c2ccccc2)cc1 (stereo unspecified)	99	100	99	120	7	92	100	-18
8	CCc1ccc2[nH]c(=O)c(-c3ccccc3)c(O)c2c1	84	98	88	98	1	93	96	8
9	Cc1ccc(NC(=O)c2ccco2)c(NC(=O)Cc2cccs2)c1	114	105	112	92	1	113	116	2
10	N/C(=N\O)c1cccc(CS(=O)(=O)c2ccccn2)c1	127	96	106	94	1	105	97	-6
11	O=C(NCc1cccnc1)c1sc2ccccc2c1Cl	110	99	94	93	1	101	105	4
12	S=c1nc(-c2ccccc2Cl)[nH][nH]1	102	99	103	116	0	102	108	1
13	CCOC(=O)[C@H]1[C@H]2COc3cc(OC)ccc3[C@@H]2N2C(=O)CN(Cc3ccc(Cl)cc3)C(=O)[C@@]12C	91	111	93	116	0	87	105	-4
14	O=C(C1CC(=O)N(c2ccc(F)cc2)C1)N1CCN(c2ccc(F)cc2)CC1 (stereo unspecified)	82	106	95	109	0	98	98	-1
15	CC(C)N1CCC(NC(=O)Nc2ccc3c(c2)OCO3)CC1	97	98	104	91	0	104	98	-3
16	C#CCOC(=O)C1C2C=CC(C2)C1C(=O)O (stereo unspecified)	94	96	96	91	1	95	103	-6
17	O=C(c1ccccc1OCc1ccccc1Br)N1CCN(c2ncccn2)CC1	98	100	95	90	0	98	94	-9
18	N#Cc1cc(C#N)c(SCC(=O)N2CC(=O)Nc3ccccc32)nc1N	100	98	101	105	0	93	95	4
19	CCOC(=O)C1(CC2CC2)CCN(C(=O)c2cccnc2C)CC1	95	110	108	99	1	104	111	-2
20	CCN(CC)c1ccc(/C=N/N2CC(=O)NC2=S)cc1	106	101	107	90	1	106	103	-6
21	C=C1CCN(c2ccc(C(=O)NCCC)cc2[N+](=O)[O-])CC1	113	99	89	98	2	99	95	26
22	COc1cc(NC(=O)CCc2c(C)noc2C)c(Cl)cc1C(=O)O	93	102	100	96	0	109	103	9
23	Cc1cc(C)n(-c2cc(N3CCN(S(=O)(=O)c4ccc(Cl)cc4)CC3)ccc2[N+](=O)[O-])n1	102	100	100	103	0	95	101	-12
24	Cn1cccc1CC(=O)N/N=C\c1ccccc1	117	99	105	101	0	92	94	-12
25	COc1ccccc1NC(=O)C(NC(=O)c1ccc(C)cc1)c1ccccc1 (stereo unspecified)	97	105	105	98	2	105	106	5
26	COC(=O)C(NC(=O)c1ccccc1)(Nc1cc(C)cc(C)n1)C(F)(F)F (stereo unspecified)	96	98	97	89	1	102	96	-17
27	Cc1cnc(C(=O)N2CCc3c([nH]c4ccccc34)C2c2ccc(F)cc2)cn1 (stereo unspecified)	96	104	106	96	4	113	110	18
28	COc1ccc(C)cc1NC(=O)C(OC(=O)CNC(=O)c1ccc(Br)cc1)c1ccccc1 (stereo unspecified)	79	97	89	101	0	90	95	1
29	CN1C(=O)C2(C(C#N)=C(N)N(c3ccc(Cl)cc3)C3=C2C(=O)CC(C)(C)C3)c2ccccc21 (stereo unspecified)	100	104	97	92	0	94	100	-3
30	CNc1nnc(SCC(=O)N2c3ccccc3NC(=O)CC2C)s1 (stereo unspecified)	100	103	105	90	3	99	105	1

Copied from the list:
Result for entry 14 under LAP4 TOR yeast: 82
Result for entry 22 under GRK2 inh: 0
Result for entry 12 under MEP2 TOR yeast: 108

The results go on:
No.	Molecule	LAP4 TOR yeast	RPL19A-GFP yeast	AGP1-GFP MLPCN	Yeast superoxide	GRK2 inh	CIT2-GFP yeast	MEP2 TOR yeast	VLA-4 inh
31	CCn1cc(CN2CCC(C(=O)Nc3cccc(-c4cccc(Cl)c4)c3)CC2)cn1	104	111	106	112	0	105	114	19
32	COc1ccc(C(N)=O)cc1N	94	102	105	102	1	93	100	9
33	CCOc1ccc(CCNS(=O)(=O)c2cccc3nsnc23)cc1OCC	99	97	106	115	0	107	105	18
34	Cc1ccc(C(=O)CC(=O)COc2ccc(Cl)cc2)cc1	98	104	102	84	6	108	106	2
35	Cc1cccn2c(=O)c3cc(C#N)c(=O)n(-c4c(C)n(C)n(-c5ccccc5)c4=O)c3nc12	94	96	98	106	7	97	92	-4
36	O=CN1CCN(C(=O)c2ccc([N+](=O)[O-])cc2)CC1	92	104	93	93	0	102	87	10
37	Cc1cc(C)c(C(=O)N2CCCC(CNC(=O)C3(c4ccc(Cl)cc4)CC3)C2)c(=O)[nH]1 (stereo unspecified)	85	88	84	85	0	88	81	-11
38	CC(=O)NCC1CCCN(C(=O)c2ccc(OC3CCN(Cc4ccccn4)CC3)cc2)C1 (stereo unspecified)	83	105	91	102	3	104	112	-9
39	Cc1ccc2nc(NC(=O)C3CCN(S(=O)(=O)c4cnc[nH]4)CC3)sc2c1	94	99	103	100	0	106	103	8
40	Cc1noc(C)c1COc1ccc(C(=O)N2CCN(S(=O)(=O)c3ccc(Cl)cc3)CC2)cc1	100	97	103	102	4	97	94	4
41	COC(=O)c1ccc(NC(=O)CS(=O)(=O)c2ccccc2)cc1	87	107	107	104	6	110	107	-4
42	Cc1cccn2c(=O)c(C=O)c(N3CCSCC3)nc12	102	97	105	105	2	97	99	-2
43	CCOC(=O)CCNC(=O)N1CCCC(C(=O)c2cc(C)c(OC)c(C)c2)C1 (stereo unspecified)	97	109	106	103	2	106	110	6
44	COCCCNC(=O)CC1C[C@H](C(=O)N(C(C)C)C(C)C)[C@@]2(C)c3[nH]c4ccccc4c3CCN2C1=O (stereo partly specified)	99	103	103	97	0	112	104	-9
45	CCN(CC)c1ccc(S(=O)(=O)N2CCOCC2)cc1NC(=O)COC(=O)c1ccco1	101	97	106	91	0	101	97	16
46	COc1ccccc1NC(=O)Nc1nc(CC(=O)Nc2cc(F)ccc2F)cs1	98	97	100	103	3	90	96	11
47	CCN1CCN(S(=O)(=O)c2cc3c(cc2Cl)NC(=O)CO3)CC1	116	105	108	102	0	116	100	-5
48	CCOC(=O)C1=C(C)N(CCCC(=O)NCc2ccc3c(c2)OCO3)C(=O)NC1c1ccc(Br)cc1 (stereo unspecified)	96	106	103	107	2	96	103	0
49	Cc1[nH]c2ccccc2c1-c1nc(N)sc1C	105	98	103	114	3	98	100	7
50	COc1ccc(NC(=O)CSc2ccc(NC(C)=O)cc2)cc1S(=O)(=O)N1CCOCC1	102	100	105	105	1	105	100	15
51	O=C(NC1CCCCC1)c1cc(C2CC2)nn1-c1ccccc1	104	103	109	98	89*	103	102	9
52	CN(CC(=O)Nc1cccc(Cl)c1)C1=NS(=O)(=O)c2ccccc21	91	98	98	120	4	102	103	8
53	O=C(CNC(=S)N(CCCN1CCOCC1)Cc1cccs1)N1CCOCC1	98	102	103	87	1	99	104	16
54	O=C(Cn1c(=S)[nH]c2ccccc2c1=O)N1CCc2ccccc2C1	105	94	116	86	1	110	103	0
55	O=[N+]([O-])c1nn(-c2ccccc2)n(O)c1=NC1CCN(Cc2ccccc2)CC1	106	101	97	115	0	108	105	11
56	CSc1ccccc1NC(=S)N/N=C/c1cccn1Cc1cccc(C)c1	99	97	102	98	1	99	97	-5
57	Cc1ccc(Cn2ccc(NC(=O)c3noc4c3CCCC4)n2)cc1	120	96	89	94	0	93	100	2
58	O=C(CSc1ccccc1)NCc1ccccc1	104	101	104	87	2	99	101	19
59	CCNc1nc(NCC)n2c(SC(C(=O)Nc3cc(C)ccc3OC)c3ccccc3)nnc2n1 (stereo unspecified)	114	106	101	104	1	78	151	13
60	Nc1nc(-c2ccccc2)c(-c2ccccc2)n1N	/	86	83	109	0	82	90	-212

Entries of single compounds from above:
Cc1noc(C)c1COc1ccc(C(=O)N2CCN(S(=O)(=O)c3ccc(Cl)cc3)CC2)cc1 as listed: LAP4 TOR yeast = 100; RPL19A-GFP yeast = 97; AGP1-GFP MLPCN = 103; Yeast superoxide = 102; GRK2 inh = 4; CIT2-GFP yeast = 97; MEP2 TOR yeast = 94; VLA-4 inh = 4
CCn1cc(CN2CCC(C(=O)Nc3cccc(-c4cccc(Cl)c4)c3)CC2)cn1 as listed: LAP4 TOR yeast = 104; RPL19A-GFP yeast = 111; AGP1-GFP MLPCN = 106; Yeast superoxide = 112; GRK2 inh = 0; CIT2-GFP yeast = 105; MEP2 TOR yeast = 114; VLA-4 inh = 19

Other entries:
No.	Molecule	LAP4 TOR yeast	RPL19A-GFP yeast	AGP1-GFP MLPCN	Yeast superoxide	GRK2 inh	CIT2-GFP yeast	MEP2 TOR yeast	VLA-4 inh
61	COc1ccc(OC(C)C(=O)NCCc2nc3ccccc3[nH]2)cc1 (stereo unspecified)	89	103	98	84	2	101	96	-1
62	Cc1ccc(NC(=O)COC(=O)c2ccc([N+](=O)[O-])o2)cc1S(=O)(=O)N1CCCCCC1	99	91	98	113	0	89	91	23
63	CCc1ccc(N2CC(C(=O)Nc3ccc(F)cc3)CC2=O)cc1 (stereo unspecified)	94	100	97	100	0	92	103	1
64	O=C1N=C(N2CCN(c3ccccc3)CC2)SC1Cc1ccccc1 (stereo unspecified)	109	87	83	88	1	75	94	-14
65	Cc1ccc2nc(CCc3ccc(N)cc3)[nH]c2c1	90	103	103	104	0	104	102	5
66	CC(C)NC(=O)C(c1ccc(F)cc1)N(Cc1ccco1)C(=O)CCC(=O)Nc1ccccn1 (stereo unspecified)	104	101	105	92	2	101	101	4
67	COc1ccc(C(=O)Cn2c(C)nc([N+](=O)[O-])c2Br)cc1	127	109	116	89	0	108	131	-24
68	O=C(CCCC(=O)OCC(Cl)=C(Cl)Cl)Nc1ccccc1F	100	102	90	98	0	95	94	-8
